Source: PubChem (National Center for Advancing Translational Sciences (NCATS))
A549 tox – counter-screen for Nrf2 inhibitors: cytotoxicity in A549 cells; A549 ARE-Fluc cells, CellTiter-Fluor viability, 18-24 h; Potency, µM (highest dose often 46 µM), inactives show at the top dose activity change, negative = cytotoxicity, usual class: inhibitors; 390,000 tested, 0.16% active; AID 504648; note: potency is the fitted concentration of half-maximal effect; % is set by controls: 0 for no effect and ±100 for the full control effect
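Cytotoxicity counterscreen: CellTiter-Fluor fluorescence was measured in A549 ARE_Fluc cells after 18-24 h of compound exposure in a concentration series. The subsequent BugLite luminescent read reports ARE-luciferase activity.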
HepG2 tox – kills HepG2 cells in TGF-b inhibitor counter-screen | HepG2 CAGA-GFP viability, ATP luminescence, 18 h | Potency, µM (doses to about 46.1 µM), for inactives: at the highest dose activity change, negative = cytotoxicity, usual class: cytotoxic | 410,000 tested, 0.76% active | AID 588856; note: potency is the fitted concentration of half-maximal effect; some results filed as inactive show a strong effect at the top dose
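HepG2 CAGA-GFP cells (1000/well, DMEM with 1% FBS) received compound, then TGF-beta at 500 pg/mL final, and were incubated 18 hours at 37 degrees C. Viability was read by CellTiter-Glo luminescence. Media-only wells were set as complete cell-killing and DMSO as no toxicity.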
MmCpn inh – inhibitors of Methanococcus maripaludis chaperonin (MmCpn) | purified Mm-Cpn ATPase, ADP Transcreener TR-FRET | Potency, µM (doses to about 76.9 µM), for the others: at the top dose activity, negative = inhibition, most hits filed as inhibitors | 330,000 tested, 0.031% active; note: potency is the fitted concentration of half-maximal effect; % is set by controls: 0 for no effect and ±100 for the full control effect; nearly all actives have a fitted effect of over 80% in size
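Reaction buffer contained 30 mM Tris pH 7.4, 100 mM KCl, 5 mM MgCl2 and 1 mM DTT. Mm-CPN (25 nM final) hydrolysed 10 uM ATP over 30 min at 37°C; ADP was read by HTRF.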
TGFb SMAD3 inh – inhibitors of TGF-b signaling; HepG2 CAGA-GFP TGF-b/SMAD3 reporter, GFP fluorescence, 18 h; TGF-beta stimulated, 500 pg/mL final; Potency, µM (highest dose often 46.1 µM), without a hit: at the highest dose activity, negative = inhibition, hits mostly inhibitors; 410,000 tested, 1.2% active; AID 588855; note: potency is the fitted concentration of half-maximal effect; % is set by controls: 0 for no effect and ±100 for the full control effect; nearly all actives have a fitted effect of over 65% in size
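HEPG2 CAGA-GFP reporter cells (1000/well, DMEM with 1% FBS) received compounds, then recombinant TGF-beta at 500 pg/mL final for 18 hours at 37 degrees C. Per-cell GFP summed per well was normalised to unstimulated and stimulated DMSO controls before curve fitting.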
Nrf2 block – Nrf2 pathway inhibition; Potency, µM (top dose mostly 46 µM), inactives show top-dose activity change, negative = inhibition, actives largely listed as inhibitors; A549 ARE-Fluc reporter, luciferase luminescence, 18-24 h; AID 504444; 360,000 tested, 2.1% active; note: potency is the fitted concentration of half-maximal effect; % is set by controls: 0 for no effect and ±100 for the full control effect; nearly all actives have a fitted effect of over 60% in size
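Reporter: ARE-Fluc in A549. Exposure: 18-24 h, 37 °C, 5% CO2, 5% FBS OPTI-MEM. Readouts: fluorescent cytotoxicity (CellTiter-Fluor), then luminescent Nrf2 signal after BugLite.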
Nrf2 activator – activators of Nrf2 (ARE) signaling. AREc32 ARE-luciferase reporter (MCF7-derived line), luminescence, 24 h. Potency, µM (doses to about 46.1 µM), inactives show top-dose activation, actives largely listed as activators. 410,000 tested, 0.31% active. AID 624171; note: potency is the fitted concentration of half-maximal effect; % of control where 0% means no effect; nearly all actives have a fitted effect of over 65% in size
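ARE activation measured as luciferase luminescence (Steady-Glo, 30 min RT) in AREc32_Fluc cells after 24 hr compound exposure at 37 deg C, 5% CO2; cells seeded overnight at 1000/well in OPTI-MEM, 5% FBS.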
Akt phos inh – Akt phosphorylation inhibition. Neuro2A IGF-stimulated pAkt S473 HTRF, 20 min; stronger effect = lower value. activity change, % for hits at 50 µM. 360,000 tested, 0.32% active. AID 651550; in the data active = activity change below about -80%; inconclusive = mostly about -51% to -80%; note: % is set by controls: 0 for no effect and ±100 for the full control effect
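Neuro2A cells in DMEM with 0.5% FBS, overnight at 37 deg C, given compound at single 50 µM final, then IGF (6 nM final) for 20 min at 37 deg C. Lysed; phospho-Akt Ser473 by HTRF after 24 h, 665/615 ratio.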
Abeta rescue – A-beta toxicity reversal in yeast. 410,000 tested, 0.063% active. Potency, µM (titrated, usually from 46.1 µM), for inactives: top-dose growth rescue, most hits filed as activators. yeast expressing A-beta42, growth rescue, OD600, 48 h; response scale: 0% DMSO, 100% iron-clioquinol control. AID 1347071; note: potency is the fitted concentration of half-maximal effect; nearly all actives have a fitted effect of over 55% in size
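Yeast A-beta toxicity model in growth medium with pinned compounds, 48 h at 30 C; growth read as absorbance at 600 nm. Normalized to FeCl3/clioquinol equimolar mix (positive) and DMSO (negative).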
CCT modulator – modulators of cytosolic chaperonin (CCT/TRiC) activity. purified chaperonin ATPase assay, HTRF ADP detection, 30 min. activity change, % (no concentration beside the values), hits read low. 360,000 tested, 0.3% active. AID 651819; in the data active = activity change below about -30%; note: % is set by controls: 0 for no effect and ±100 for the full control effect
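First, chaperonin was dispensed at 40 nM or 20 nM final depending on batch activity. Next, compounds were pinned at 76 uM and ATP added at 10 uM. After 30 min at 37 °C, ADP detection reagents ran 30 min at ambient temperature.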
* hit, by the source's call; i = inactive; ? = inconclusive; nt = no result given; & = joins results of further samples. Unless noted, calls come from the whole dose curve; as a rule, active = well fitted curve in the direction sought with a large enough effect; inconclusive = small, poorly fitted or top-dose-only effect, or another doubt; inactive = no such curve, though single readings can be large; an effect the other way counts as inactive or inconclusive. An unsorted share of the library; about 4.3% have a hit in one of these screens.

SMILES | A549 tox | HepG2 tox | MmCpn inh | TGFb SMAD3 inh | Nrf2 block | Nrf2 activator | Akt phos inh | Abeta rescue | CCT modulator
COc1cc(C(=O)OCC(=O)Nc2cc(C)on2)cc(OC)c1OC | -1% | 7% | -4% | 5% | 16% | -0.7% | i | 19% | 0.9
OC(c1ccc(F)c(F)c1)c1nc(-c2ccc3ccccc3c2)cs1 (stereo not given) | nt | -61% | nt | ? | nt | 1.2% | i | 8% | -1.6
COc1ccccc1OCC(O)CNCc1ccc2c(c1)OCO2 (stereo not given) | 1% | -3% | -2% | 12% | 2% | -0.9% | i | 10% | -0.3
CCCN(CC(=O)Nc1cc(C)on1)CC(=O)Nc1ccc(F)c(F)c1F | -1% | -10% | 1% | 0% | 2% | 0.1% | i | 2% | -1.5
CCCCN(c1ccccc1)S(=O)(=O)c1cccc2cccnc12 | -3% | -15% | 3% | -21% | -11% | -0.8% | i | -29% | -1.4
CCc1ccc(-n2nc(CO)c(C(=O)NCc3ccccc3Cl)n2)cc1 | 1% | 3% | nt | -24% | -2% | -0.4% | nt | 4% | nt
Cc1ccc(-n2nc3cc(C)c(NC(=O)c4ccc(-c5ccccc5)o4)cc3n2)cc1 | 3% | 4% | nt | 6% | ? | 2.9% | nt | -5% | nt
Fc1ccc(CN2CCN(C(=S)NCCc3ccccc3)CC2)c(Cl)c1 | -15% | -30% | -6% | 7.9µM* | ? | -0.1% | i | -4% | 0.6
COc1ccc(C(C(=O)NC(C)(C)C)N(CCO)C(=O)CCC(=O)Nc2cc(C)on2)cc1 (stereo not given) | -9% | 11% | -1% | -3% | -12% | 0.2% | i | 0% | -0.3
Cc1ccc(S(=O)(=O)NCc2ccc3[nH]c(C)cc3c2)cc1 | -10% | -35% | -13% | ? | -11% | 1.9% | i | -7% | -0.1
COc1cc(C(CC(=O)Nc2ccc(C)cn2)N2Cc3ccccc3C2=O)cc(OC)c1OC (stereo not given) | -4% | -6% | -2% | 1% | -26% | -0.7% | i | -16% | -5.0
O=c1n(Cc2cccc(F)c2)c2ccccc2c2nc(-c3ccccc3)nn12 | -3% | -27% | nt | -29% | -5% | 0.5% | nt | -3% | nt
Cn1c(OCc2cccnc2)nc2c1c(=O)n(Cc1ccc(Cl)cc1)c(=O)n2C | -1% | -22% | nt | -2% | -10% | -0.4% | nt | 12% | -0.4
CCOc1ccc(-c2nnc(-c3ccco3)o2)cc1OCC | ? | 4% | -1% | -10% | 10% | 3.7% | i | -3% | -2.8
CC(C)N(CCNC(=O)c1cn(C)c2ccc(S(=O)(=O)N(C)C)cc2c1=O)Cc1ccccc1 | 1% | -21% | 0% | -9% | ? | 0.0% | i | 17% | 2.4
Cc1ccc(NC(=O)c2ccc(CSc3ccccn3)cc2)c(O)c1 | 3% | 17% | 6% | 19% | 8% | 5.9% | i | -7% | -2.4
CC1(c2ccc([N+](=O)[O-])c(CS(=O)(=O)c3ccccc3)c2)OCCO1 | -2% | -1% | 3% | -27% | 1% | -1.5% | i | -6% | -1.4
COc1cc(O)c(C(CC(=O)N2CCN(c3ccccc3)CC2)c2ccc3c(c2)OCO3)c(OC)c1 (stereo not given) | -15%&-3% | -4%&-3% | 0% | ? | ? | 5.1% | i | 8% | -0.1
Cc1c(N2C(=O)c3ccccc3C2=O)c(=O)n(-c2ccccc2)n1C | -8% | 3% | 2% | 2% | 5% | -0.2% | i | 5% | 2.7
CCOc1ccc(S(=O)(=O)N(C)CC(=O)NC2CCCC2)cc1 | 0% | -2% | -1% | 12% | 12% | -0.3% | i | -13% | 1.1
CCOc1ccc2nc(N3CCCCCC3)sc2c1 | 0% | -20% | -8% | -1% | nt | 0.2% | i | -8% | 0.0
COc1cc(OC)cc(-c2nnc(SCC(=O)Nc3ccc(C(=O)O)cc3)s2)c1 | -2% | 14% | 1% | 3% | 13% | -0.8% | i | 12% | -7.6
COc1ccc(-c2nc3ccccn3c2NCc2ccc3c(c2)OCO3)cc1 | 10% | -34% | -11% | 3% | 30% | -0.1% | i | -16% | -0.6
CCCCCN(C(=O)CCC(=O)OCC(=O)N(CC)c1ccccc1)c1c(N)n(CCCC)c(=O)[nH]c1=O | 2% | -4% | -1% | -4% | -3% | 0.2% | i | -2% | -1.7
N#CCCN1CCN(S(=O)(=O)c2ccc(S(=O)(=O)NC3CCCC3)cc2)CC1 | -1% | -1% | 1% | 2% | 6% | -0.8% | i | -3% | 1.4
O=C(Cc1ccccc1)Nc1ccccc1C(=O)NCC1CCCO1 (stereo not given) | 5% | -18% | -2% | -3% | 5% | 0.6% | i | 13% | -2.7
COc1ccccc1N1CCN(CCCCOc2c(OC)cccc2OC)CC1 | -3% | -34% | 0% | 0% | 2% | -0.9% | i | 3% | 0.0
O=C(O)c1cc(-c2ccc(Cl)s2)[nH]n1 | 1% | -2% | -1% | -15% | 8% | 0.3% | i | 0% | -4.6
O=C(N/N=C/c1cc(Br)cc(Br)c1O)c1cccc(S(=O)(=O)N2CCOCC2)c1 | 5% | -6% | 0% | -14% | ? | -0.2% | i | -6% | 1.9
COC(=O)c1cc(S(=O)(=O)N2CCN(c3ccc([N+](=O)[O-])cc3)CC2)c[nH]1 | 8% | -30% | 3% | ? | 8% | 6.6% | nt | -22% | -3.8
CCc1ccc(NC(=O)Cn2nc3c4ccccc4n(Cc4ccccc4)cc-3c2=O)cc1 | -8% | 1% | nt | 0% | 22% | -0.5% | nt | -1% | nt
Nc1c(Cl)ncnc1NCC(O)CO (stereo not given) | -5% | -3% | 2% | -13% | 0% | 0.0% | i | 12% | -1.3
Cc1ccc(C)c(/C(O)=C2/C(=O)C(=O)N(CCN3CCOCC3)C2c2ccco2)c1 (stereo not given) | -2% | -2% | -3% | 5% | -9% | 3.3% | i | 12% | -2.2
CSc1ncc2c(n1)-c1ccccc1N(Cc1ccc(Cl)cc1)S2(=O)=O | 2% | 4% | nt | 0% | 15% | -1.0% | nt | -13% | nt
COC(=O)C(Cc1c[nH]c2ccccc12)NC(=O)c1ccc2nc[nH]c2c1 (stereo not given) | -1% | 0% | -1% | -1% | ? | -0.5% | i | 0% | 1.7
COc1ccc(C(O)c2nc(-c3cccc(C(=O)O)c3)cs2)cc1 (stereo not given) | nt | -4% | nt | 11% | nt | -0.5% | nt | -12% | 0.7
CN(Cc1ccccc1)N=Nc1nc[nH]c1C(N)=O | nt | 0% | nt | 4% | nt | 0.5% | i | -14% | 0.5
O=C(N/N=C/c1ccc2c(c1)OCO2)c1ccc2c(c1)OCCO2 | -2% | -16% | -1% | -3% | 19% | -0.1% | i | 2% | -0.3
CN(C)C(=O)c1ccc(NC(=O)c2cccnc2)cc1 | 6% | 6% | 1% | -5% | ? | 0.2% | i | 0% | -3.6
CCCCn1c(CNC(=O)C23CC4CC(CC(C4)C2)C3)nnc1SCC(=O)Nc1ccc(C)cc1 | -20% | -48% | nt | ? | ? | -1.3% | nt | 7% | nt

Filtered by structure: the compounds so far containing a COOH group
SMILES | A549 tox | HepG2 tox | MmCpn inh | TGFb SMAD3 inh | Nrf2 block | Nrf2 activator | Akt phos inh | Abeta rescue | CCT modulator
COc1cc(OC)cc(-c2nnc(SCC(=O)Nc3ccc(C(=O)O)cc3)s2)c1 | -2% | 14% | 1% | 3% | 13% | -0.8% | i | 12% | -7.6
O=C(O)c1cc(-c2ccc(Cl)s2)[nH]n1 | 1% | -2% | -1% | -15% | 8% | 0.3% | i | 0% | -4.6
COc1ccc(C(O)c2nc(-c3cccc(C(=O)O)c3)cs2)cc1 (stereo not given) | nt | -4% | nt | 11% | nt | -0.5% | nt | -12% | 0.7

(cont.)
SMILES | A549 tox | HepG2 tox | MmCpn inh | TGFb SMAD3 inh | Nrf2 block | Nrf2 activator | Akt phos inh | Abeta rescue | CCT modulator
CCOc1ncccc1C(=O)Nc1cc(S(=O)(=O)N2CCCCC2)ccc1C | 5% | -16% | -2% | 2% | 8% | -0.5% | i | -12% | -2.4
CC(OC(=O)CCN1C(=O)C2CC=CCC2C1=O)C(=O)Nc1cccc(Cl)c1 (stereo not given) | -12% | -17% | -4% | 0% | 14% | 0.1% | i | 17% | -0.8
CCOC(=O)N1CCN(c2c(NCCCN3CCCCCC3)c(=O)c2=O)CC1 | 2% | 3% | 0% | 4% | 11% | -0.4% | i | 5% | 1.0
N/C(=N\OC(=O)COc1ccccc1)c1ccncc1 | 0% | -3% | 0% | 0% | 19% | 2.4% | i | -1% | -2.9
Cc1ccc(OCC(=O)Nc2cc(Cl)ccc2-n2cncn2)c(C)c1 | nt | 17% | nt | 13% | nt | 5.2% | i | -10% | -1.5
Cc1ccc(C)c(NC(=O)Cn2c(=O)n(Cc3ccccc3)c(=O)c3oc4ccccc4c32)c1 | 4% | -25% | nt | 7% | -21% | -0.1% | nt | 8% | nt
CCCOc1ccc(C(C)=O)cc1CC(C(N)=O)C(N)=O | -15% | -1% | 2% | 4% | 6% | -0.7% | i | 4% | -1.3
Cc1ccc(C(=O)NC(Cc2ccccc2C(F)(F)F)C(=O)O)cc1 (stereo not given) | -4% | 20% | -1% | 31% | 12% | -0.8% | i | 0% | -0.2
COc1ccc(C(=O)OCC(=O)Nc2cc(C)on2)c(OC)c1OC | 3% | -9% | 2% | 3% | 9% | 0.3% | i | -18% | 0.6
